Cardio protect = cardioprotection against H2O2-induced cell death, primary screen, uHTS, H9c2 cells, ATPLite luminescence; H9c2 cardiomyocytes, H2O2 injury protection, 2 h; 360,000 compounds, 0.63% hits; protection from H2O2 cell death, % at 20 µM;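 active means compounds giving at least 50% protection of heart cells from peroxide-induced death in the single-dose screen, raw or plate-pattern-corrected value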;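 further: 0% = DMSO wells with peroxide and 100% = DMSO wells without peroxide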
CaV13 ICDI inh = Primary screen for inhibitors of IQ motif and Ca2+-dependent inactivation inhibitor domain binding in CACNA1D, Förster resonance energy transfer in living cells, …; inhibition, % at 12.3 µM; AID 743397; HEK cells, CFP/YFP FRET ICDI-IQ, plate reader, 10 min; percent FRET-ratio fall versus neutral wells; 340,000 compounds, 0.098% hits;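 active means mean replicate inhibition of at least 30% and at least 1% of replicates passing that level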;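 further: 0% = median of the neutral control wells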
Granule exo inh = LAMP-1 surface exposure blockers, TALL-104 cells – cell-based, flow cytometry, MLPCN library, primary screen. 360,000 compounds, 0.66% hits. TALL-104 LAMP-1 surface exposure; cells stimulated with thapsigargin and PMA. inhibition, % at 10 µM. AID 651702, 2012;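 active means inhibition above about 55%, limit read from the data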
ABCB6 inh MLPCN = ABCB6 transporter inhibitors, primary screen, K562-ABCB6 cells, flow cytometry, MLPCN library. fluorescence ratio to DMSO, % at 10 µM. ATP-binding cassette sub-family B member 6 (Homo sapiens), Q9NP58. 360,000 compounds, 0.19% hits. K562-ABCB6 porphyrin accumulation, 1 h; stronger effect = lower value;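 active means fluorescence ratio to DMSO below 75%, the collection mean minus 3 SD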;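 further: signal is porphyrin accumulated inside mitochondria; 100% equals median channel fluorescence of DMSO control wells; lower ratio means ABCB6 inhibition with less porphyrin fluorescence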
HTR2A ag = mouse Htr2a agonists via beta-arrestin recruitment, primary screen, cell-based, luminescence; 360,000 compounds, 0.66% hits; CHO-K1 mHTR2A beta-arrestin complementation; percent of 30 µM serotonin response; activation, % at 7.6 µM; AID 624169, 2012; 5-hydroxytryptamine receptor 2A (Mus musculus), P35363;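 active means activation above a run cutoff, the mean activation of all tested compounds plus 3 SD, cut at about 14% in these data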;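 further: 0% = plate median of compound wells and 100% = 30 µM serotonin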
Target sequence (P35363 whole entry, looked up): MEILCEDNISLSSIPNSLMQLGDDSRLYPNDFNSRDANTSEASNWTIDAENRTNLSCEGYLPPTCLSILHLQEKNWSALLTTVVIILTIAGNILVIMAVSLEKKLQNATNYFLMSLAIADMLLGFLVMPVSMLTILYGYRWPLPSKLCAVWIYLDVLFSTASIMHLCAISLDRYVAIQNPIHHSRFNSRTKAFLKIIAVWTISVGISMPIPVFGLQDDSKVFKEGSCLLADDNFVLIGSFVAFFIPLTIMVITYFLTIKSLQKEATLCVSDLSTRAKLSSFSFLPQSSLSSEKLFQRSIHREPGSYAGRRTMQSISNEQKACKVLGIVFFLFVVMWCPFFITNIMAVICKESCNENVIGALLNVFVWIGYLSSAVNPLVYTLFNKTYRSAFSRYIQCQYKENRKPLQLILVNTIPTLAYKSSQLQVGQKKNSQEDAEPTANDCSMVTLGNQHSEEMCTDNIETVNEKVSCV
MC4R barr agon = MC4R agonists recruiting beta-arrestin, primary screen, cell-based, luminescence, agonist arm of biased-ligand search. U2OS MC4R beta-arrestin complementation; percent of melanotan II response, DMSO zero. activation, % at 8.9 µM. 360,000 compounds, 0.98% hits. AID 540308, 2011;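 active means activation above a per-plate cutoff, the mean activation of sample wells on that plate plus 3 SD, cut at about 8% in these data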
Target sequence (P32245 whole entry, looked up): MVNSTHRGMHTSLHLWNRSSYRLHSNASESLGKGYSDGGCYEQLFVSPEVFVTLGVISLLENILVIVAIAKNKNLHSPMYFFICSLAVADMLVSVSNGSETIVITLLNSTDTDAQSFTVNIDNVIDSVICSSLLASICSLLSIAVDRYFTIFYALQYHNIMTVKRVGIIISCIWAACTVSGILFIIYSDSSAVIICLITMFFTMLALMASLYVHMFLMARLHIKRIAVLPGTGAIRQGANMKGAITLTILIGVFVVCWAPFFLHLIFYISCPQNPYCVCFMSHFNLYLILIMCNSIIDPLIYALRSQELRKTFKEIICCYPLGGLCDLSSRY
MC4R antag cAMP = MC4R antagonists of cAMP signaling, primary screen, cell-based, TR-FRET, antagonist arm of biased-ligand search; Melanocortin receptor 4 (Homo sapiens), P32245; 360,000 compounds, 0.48% hits; inhibition, % at 6.5 µM; AID 540295, 2011; MC4R-expressing cells, MTII-stimulated cAMP, LANCE TR-FRET;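 active means inhibition above its plate's cutoff, the mean of tested wells on that plate plus 3 SD, cut at about 29% in these data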;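 further: 0% = Melanotan II alone and 100% = Melanotan II plus saturating MCL0020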
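Assay system: U2OS-MC4R stable cell line; Also added: Melanotan II; Technique: Eu-cAMP/anti-cAMP TR-FRET, emission 671 nm; Times: 30-min compound, 1-h challenge, 1-h detection, room temperature.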
PDI inh = inhibitors of human PDI, primary screen, biochemical, turbidity, single point, plate reader. PDI insulin aggregation turbidity, A650, 90 min. inhibition, % at 10 µM. Protein disulfide-isomerase (Homo sapiens), P07237. 350,000 compounds, 0.052% hits;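 active means mean inhibition across replicates of 30% or more, whatever share of single replicates reach that level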;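 further: absorbance from insulin aggregation driven by PDI reduction with DTT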
ABHD5-PLIN5 inh = ABHD5-PLIN5 interaction inhibitors, primary screen, cell lysate, split luciferase complementation, luminescence. Perilipin-5 (Homo sapiens) + 1-acylglycerol-3-phosphate O-acyltransferase ABHD5 (Homo …. Split G. princeps luciferase complementation, 4 h. inhibition, % at 4 µM. 360,000 compounds, 0.78% hits;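 active means inhibition above the mean inhibition across every tested compound plus 3 SD, cut at about 22% in these data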;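 further: 0% = DMSO only wells and the 100% control is not disclosed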
Glyco luc inh = increase of ERlucT glycosylation luciferase signal, primary screen, N-linked glycosylation inhibitor project, D54 ERlucT cells, luminescence, set 2; AID 588692, 2011; D54 ERlucT glycosylation luciferase reporter, 24 h; percent of 100 nM tunicamycin response; reporter increase, % at 12.5 µM; 360,000 compounds, 0.23% hits;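 active means mean luciferase reporter signal, scaled so untreated is 0 and the glycosylation-blocking control 100, at or above a set limit in every replicate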;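 further: luciferase carries N-glycosylation sites so blocking glycosylation raises the light; 0% = median of neutral control wells and 100% = median of 100 nM tunicamycin wells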
An asterisk follows results filed as active; · = not tested or not shown. Outcome played no part in choosing rows; 4.2% or so of the library scored in one or more.

Second line of a record: MC4R barr agon	CaV13 ICDI inh	Cardio protect	MC4R antag cAMP	Granule exo inh	Glyco luc inh	PDI inh	ABHD5-PLIN5 inh	HTR2A ag	ABCB6 inh MLPCN
O=C(NN1C(=O)c2ccccc2NC1c1ccc([N+](=O)[O-])o1)c1ccc(Br)cc1 (centres undefined)
  -4.5	5.3	-9.0	5.6	-3.3	0.1	5.5	-0.5	2.6	96.0
C[C@H]1CN([C@@H](C)CO)S(=O)(=O)c2ccc(Br)cc2O[C@@H]1CN(C)S(=O)(=O)c1ccccc1F
  ·	-9.3	0.7	·	13.8	1.8	·	9.2	0.0	107.0
CCc1ccc(NC(=O)NNC(=O)c2cc3ccccc3cc2O)cc1
  -1.4	·	5.3	3.3	-2.1	1.0	-3.1	-4.4	3.1	98.0
O=C(O)CCS(=O)(=O)c1cccc2cccnc12
  -1.5	·	6.5	7.9	-2.1	2.5	-0.6	0.1	1.9	99.0
O=C(COc1ccc(S(=O)(=O)Nc2cccc(C(F)(F)F)c2)cc1)N1CCOCC1
  -1.2	-6.3	-2.0	10.0	-0.6	-2.3	-9.6	-5.7	5.0	99.0
N#C/C(=N\Nc1ccc(S(=O)(=O)N2CCCCC2)cc1)C(N)=S
  -3.1	-4.3	-9.1	12.7	0.2	2.0	6.3	-3.6	2.4	98.0
O=C1CCCC(=O)C1C(=O)C1CCN(S(=O)(=O)c2ccccc2)CC1
  0.5	5.0	0.5	7.8	0.8	-0.2	-6.1	8.5	-2.3	93.0
Cc1cc(C)cc(NC(=S)N2CCC(NC(=O)c3ccc(F)cc3)CC2)c1
  -0.7	-6.7	-2.8	1.8	-7.3	0.9	6.6	-8.9	-9.0	93.0
O=C(c1cccc(S(=O)(=O)N2CCOCC2)c1)N1CCCC1
  -0.2	-4.8	5.7	-0.5	-1.2	0.3	5.8	-3.0	7.2	94.0
COc1ccccc1NC(=O)c1nn(-c2ccc(Cl)cc2)ccc1=O
  1.2	-0.4	-15.1	-4.7	-8.2	1.8	0.7	0.0	1.2	92.0
COc1ccc(/C=C(\C#N)C(=O)OCCNC(=O)c2ccncc2)cc1
  -1.0	-5.4	-3.6	-2.8	0.2	-0.5	-7.7	6.5	2.6	97.0
Cc1cccc(N2CCN(S(=O)(=O)c3ccc4c(c3)C(C)(C)C(=O)N4C)CC2C)c1 (centres undefined)
  -2.2	-2.7	-5.7	4.0	-0.2	-5.3	-1.5	5.2	-3.5	100.0
CCOc1ccccc1N=C1SC(CC(=O)Nc2ccc(OC)cc2OC)C(=O)N1CCC1=CCCCC1 (centres undefined)
  -2.9	-16.0	-0.2	7.8	-3.5	-6.5	4.8	-10.3	2.1	98.0
CC1(C)C2CCC1(CS(=O)(=O)Nc1ccc(S(=O)(=O)N3CCCC3)cc1)C(=O)C2 (centres undefined)
  -1.1	-4.2	6.3	-6.7	0.6	-0.8	-11.4	0.1	-1.1	98.0
O=C(CSc1nnc2scc(-c3ccc(F)cc3)n12)NCc1ccco1
  1.2	-8.0	0.6	2.0	0.5	2.4	15.8	16.4	-5.5	102.0
Cc1ccc(N(C(=O)c2ccco2)C(C(=O)NC2CCCC2)c2cccnc2)cc1 (centres undefined)
  3.2	-4.5	5.6	9.2	-0.1	1.8	1.0	-3.9	0.6	97.0
O=C(NC(=S)N1CCCCC1)c1csc([N+](=O)[O-])c1
  1.8	-5.0	8.4	-1.9	7.5	2.1	-10.3	4.8	-0.6	97.0
CC1C(=O)N2CCCc3cc(S(=O)(=O)N(C)c4ccccc4)cc1c32 (centres undefined)
  -1.0	-2.4	8.9	0.4	0.3	0.2	5.1	6.6	-5.5	101.0
O=CNc1cc(-c2ccc(C(=O)NC3CC3)cc2)cn2c(-c3ccccc3)cnc12
  5.8	-6.2	72.4*	6.6	-21.3	-6.6	-1.4	6.7	11.2	113.0
COc1ccccc1C(=O)Nc1ccc(C)cc1C(=O)c1ccccc1
  2.6	-2.3	-2.9	-5.3	-2.5	3.1	3.6	-5.5	-4.8	100.0
O=c1[nH]c(SCc2c(Cl)cccc2Cl)nc2ccccc12
  5.2	-6.4	7.1	12.8	-2.0	1.0	-6.1	-7.8	3.0	101.0
COc1ccc(C2NC(=O)Cc3cc(OC)c(OC)cc32)cc1OC (centres undefined)
  -0.5	-6.1	-6.0	-5.0	-2.6	0.7	3.6	-4.2	-2.7	136.0
O=C(Oc1ccc(F)cc1)c1cccnc1
  0.2	-18.1	3.0	4.1	0.1	-1.3	-8.0	11.8	6.2	99.0
O=C(O)c1ccc(/C=C2\CCCc3c2nc2ccccc2c3C(=O)O)cc1
  2.2	-5.1	4.5	2.1	24.5	3.0	1.5	0.6	0.0	100.0
CN(CC(=O)Nc1cccc(S(=O)(=O)NC2=NCCC2)c1)Cc1cccc(F)c1
  -2.0	-10.9	2.6	-1.7	9.1	2.4	-4.8	2.8	-8.0	94.0
COc1ccc(NC(=O)C(C)SCc2ccccc2)cc1OC (centres undefined)
  -0.4	-5.0	1.8	-2.8	1.9	1.2	15.2	3.2	12.7	99.0
Cc1nc2ccc(C(=O)O)cc2nc1C
  -1.7	-4.2	0.8	5.2	-1.7	6.9	-4.4	0.1	1.5	102.0
COc1ccccc1OCC(=O)Nc1ccc(CSc2ccccc2)cc1C
  3.3	-4.8	-14.7	4.7	10.8	·	0.1	1.7	1.2	109.0
O=C(Nc1nccs1)c1ccc2c(=O)n3c(nc2c1)CCCCC3
  -1.2	-5.7	-2.9	1.1	-2.0	-0.5	-1.0	0.5	3.4	96.0
Cc1ccc(S(=O)(=O)N(C)CCCC(=O)N2CCOCC2)cc1
  -0.6	-4.7	-5.5	11.4	-0.6	1.0	-4.2	5.9	4.3	97.0

Overlap with the part before: 2 entries, then new ones.
Second line of a record: MC4R barr agon	CaV13 ICDI inh	Cardio protect	MC4R antag cAMP	Granule exo inh	Glyco luc inh	PDI inh	ABHD5-PLIN5 inh	HTR2A ag	ABCB6 inh MLPCN
O=C(Nc1nccs1)c1ccc2c(=O)n3c(nc2c1)CCCCC3
  -1.2	-5.7	-2.9	1.1	-2.0	-0.5	-1.0	0.5	3.4	96.0
Cc1ccc(S(=O)(=O)N(C)CCCC(=O)N2CCOCC2)cc1
  -0.6	-4.7	-5.5	11.4	-0.6	1.0	-4.2	5.9	4.3	97.0
O=C(O)CCCNC(=O)Nc1ccccc1
  -2.5	-4.9	7.6	6.3	1.7	2.6	-1.6	0.9	3.3	99.0
CC(=O)N(CC1CCCO1)c1nnc(-c2cnccn2)s1 (centres undefined)
  1.3	-3.5	0.0	4.4	-1.4	1.4	13.3	4.3	0.4	95.0
O=C(c1ccco1)N1CCN(c2ncnc3c(-c4ccc(Cl)cc4)nsc23)CC1
  2.1	·	-3.5	2.5	20.2	-7.3	10.6	-2.2	-2.6	101.0
COCCOc1nc2ccccc2nc1C
  1.4	-4.0	-11.1	-0.6	-2.4	2.9	3.0	-0.5	4.9	102.0
Cn1ccnc1SCC(=O)Nc1ccc2c(c1)OCCO2
  -2.6	·	4.1	5.8	-9.8	-9.5	6.6	2.8	-2.5	101.0
COc1ccc(CCN2CC(C(=O)NCCc3ccccc3C)CCC2=O)cc1 (centres undefined)
  -0.5	-1.9	-2.8	14.4	-1.2	1.6	-7.3	-8.5	-8.4	104.0
Cc1cccn2c(CNCCc3ccco3)c(C(=O)N3CCOCC3)nc12
  -2.9	-5.2	5.8	5.5	-2.5	0.5	-5.5	-3.7	-9.5	102.0
CCN(CC)S(=O)(=O)c1ccc(NC(=O)CSc2nnc(-c3cccc(OC)c3)n2C)cc1
  -1.9	-7.5	1.5	12.2	1.2	1.6	-6.2	0.3	2.4	98.0
COC(=O)c1cc(NC(=O)CC2NCCNC2=O)cc(C(=O)OC)c1 (centres undefined)
  0.7	·	3.7	-6.5	-4.2	-0.4	-0.2	-3.4	4.9	100.0
COc1cc(C)c(S(=O)(=O)NCc2cccs2)cc1C
  -1.9	0.1	-14.8	-4.4	-5.4	-0.7	-0.1	2.0	5.0	98.0
C(=C\c1ccccc1)/CN1CCN(C(c2nnnn2-c2ccc3c(c2)OCCO3)C2CC2)CC1 (centres undefined)
  ·	-5.1	2.7	·	1.5	-2.9	·	-4.8	14.8*	99.0
COc1ccc(/C=C(/C(=O)c2cccs2)N2C=CC=CC2=C(C#N)C#N)cc1
  -2.9	-4.7	12.9	7.7	43.9	-0.8	-0.4	33.2*	-0.8	97.0
Cc1ccc(CS(=O)(=O)Cc2ccc(C(=O)NCCc3ccccc3)o2)cc1
  -2.6	-2.4	5.3	-2.4	-3.0	-0.9	-4.1	5.6	2.8	97.0
O=C1COc2ccc(C(=O)/C=C/c3ccccc3)cc2N1
  2.7	-9.6	-6.0	17.4	-3.4	22.5	-3.4	47.4*	-2.9	96.0
CS(=O)(=O)Cc1ccc(C(=O)N(CCc2ccccc2)Cc2ccccc2)cc1
  -3.1	-5.8	-3.5	17.8	19.4	-0.2	2.9	-0.4	1.4	101.0
COc1ccc(O)c(CN2CCN(CCc3ccccc3)C(CCO)C2)c1 (centres undefined)
  -0.6	-3.7	7.6	-5.3	-2.0	0.3	8.6	5.5	3.2	99.0
Cc1ccc(OCCOc2ccc(Br)cc2)c([N+](=O)[O-])n1
  -0.5	-3.1	-3.4	0.8	-1.0	3.0	1.0	2.2	-0.9	101.0
CCCc1cc(=O)oc2cc(C)cc(OC(C)C(=O)NCc3cccnc3)c12 (centres undefined)
  -2.7	-12.9	1.7	12.2	-1.7	-2.4	-1.4	-2.4	0.2	96.0
CC(NC(=O)Nc1ccc(Br)cc1)C(C)(C)C (centres undefined)
  -0.6	-16.8	-8.4	2.4	-6.6	-5.1	0.1	-5.9	-4.5	105.0
CC1Cn2c(nnc2-c2cc3ccccc3cc2O)S1 (centres undefined)
  1.4	-7.6	-2.5	10.3	1.0	3.9	-0.2	5.6	2.0	99.0
COc1ccc(S(=O)(=O)N2CCCCCC2)cc1N(C)S(=O)(=O)c1ccc(Cl)cc1
  -1.3	-4.7	-3.4	15.5	-7.3	-5.1	2.8	7.7	-2.4	97.0

Copied from the list.
MC4R antag cAMP result of COc1ccc(O)c(CN2CCN(CCc3ccccc3)C(CCO)C2)c1 (centres undefined) stands at -5.3
MC4R barr agon result of Cc1ccc(OCCOc2ccc(Br)cc2)c([N+](=O)[O-])n1 stands at -0.5

Bioassay records as filed in PubChem BioAssay.
